Screening results deposited in PubChem BioAssay by several laboratories.
PrPC surface inh = cell surface PrPC inhibition, primary TR-FRET screen. P04156. TR-FRET read-out. inhibition, % at 13.8 µM. actives 0.43% (n = 370,000); in the data active = inhibition above about 24%; note: 0% = median of the test wells and 100% = reference compound wells
FadD28 FP inh = M. tuberculosis FadD28 bisubstrate binding inhibition | FadD28 bisubstrate probe binding, fluorescence polarization | inhibition, % at 12.5 µM | actives 0.22% (n = 360,000) | AID 588549; in the data active = inhibition above about 8.5%, passing the limit was not always enough; inconclusive = no clear call, values can overlap the other calls
Anthrax LF prot = inhibitors of Bacillus anthracis lethal factor protease; P15917; actives 0.12% (n = 360,000); multiplex microsphere protease cleavage assay, LF; inhibition, % at 10 µM; note: plate controls were buffer without enzyme for full effect and enzyme alone for no effect
Target sequence (P15917 whole entry, looked up): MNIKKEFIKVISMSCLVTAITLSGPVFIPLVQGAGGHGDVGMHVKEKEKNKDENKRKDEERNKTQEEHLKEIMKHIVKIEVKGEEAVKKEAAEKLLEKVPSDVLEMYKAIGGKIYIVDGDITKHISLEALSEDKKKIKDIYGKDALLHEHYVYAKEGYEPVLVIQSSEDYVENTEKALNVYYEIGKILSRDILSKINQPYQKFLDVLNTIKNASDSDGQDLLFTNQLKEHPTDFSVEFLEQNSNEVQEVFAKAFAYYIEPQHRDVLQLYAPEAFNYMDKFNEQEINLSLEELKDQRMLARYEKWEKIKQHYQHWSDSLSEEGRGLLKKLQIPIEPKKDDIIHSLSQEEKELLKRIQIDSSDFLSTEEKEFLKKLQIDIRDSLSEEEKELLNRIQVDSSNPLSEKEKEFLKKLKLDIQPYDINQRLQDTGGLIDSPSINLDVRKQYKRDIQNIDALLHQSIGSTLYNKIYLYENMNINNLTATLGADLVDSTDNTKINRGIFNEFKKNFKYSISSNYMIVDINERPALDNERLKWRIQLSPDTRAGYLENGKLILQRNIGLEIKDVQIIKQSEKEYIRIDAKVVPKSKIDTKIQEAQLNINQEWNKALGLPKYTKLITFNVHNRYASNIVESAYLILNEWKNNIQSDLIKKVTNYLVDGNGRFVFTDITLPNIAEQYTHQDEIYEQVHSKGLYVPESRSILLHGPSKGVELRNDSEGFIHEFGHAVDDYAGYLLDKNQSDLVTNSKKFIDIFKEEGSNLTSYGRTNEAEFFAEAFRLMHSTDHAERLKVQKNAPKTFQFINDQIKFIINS
TcdB inh = blocks C. difficile toxin B glycohydrolase activity; P18177; inhibition, % at 9.99 µM; actives 0.24% (n = 350,000); TcdB glycohydrolase enzymatic assay, plate reader; in the data active = inhibition above about 10%
CCHFV vOTU inh = CCHFV vOTU protease inhibition; Pep-AMC fluorescence; inhibition, % at 11.5 µM; actives 0.55% (n = 370,000); in the data active = inhibition above about 30%; note: 0% = vehicle wells with enzyme and 100% = no enzyme wells
Yp Topo-I inh = inhibitors of Yersinia pestis topoisomerase I | Y. pestis Topo-I cleavage product accumulation, plate reader | activity, % at 10 µM | actives 0.064% (n = 360,000) | AID 504884; in the data active = activity above about 50%, passing the limit was not always enough; inconclusive = no clear call, values can overlap the other calls; note: inactives centre near 2
BoNT-A LC inh2 = inhibitors of Botulinum neurotoxin A light chain protease; AID 588499; actives 0.17% (n = 360,000); multiplex microsphere protease substrate cleavage, flow cytometry; inhibition, % at 10 µM; note: plate controls were buffer without enzyme for full effect and enzyme alone for no effect
BoNT F protease = inhibitors of Botulinum neurotoxin F light chain protease. Multiplex microsphere protease cleavage assay, flow cytometry. inhibition, % at 10 µM. actives 0.22% (n = 360,000). AID 588497; in the data active = inhibition above about 35%, passing the limit was not always enough; inconclusive = no clear call, values can overlap the other calls; note: plate controls were buffer without enzyme for full effect and enzyme alone for no effect
PfHsp40 rescue = restores yeast growth despite PfHsp40 toxicity. actives 0.68% (n = 340,000). S. cerevisiae expressing PfHsp40, growth rescue, ATP luminescence. growth rescue, % at 12.5 µM. AID 504582; in the data active = growth rescue above about 28%, passing the limit was not always enough; inconclusive = no clear call, values can overlap the other calls;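 note: yeast W303a lacking pdr1 and pdr3 grown in galactose medium; growth measured after three days at 30 °C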
An asterisk follows results filed as active; ? = inconclusive; nt = no result given. Cut-off read from the data, not from the text of the source, unless noted: active = inhibition above about 30%; inconclusive = no clear call, values can overlap the other calls; inactive = below that.

SMILES	PrPC surface inh	FadD28 FP inh	Anthrax LF prot	TcdB inh	CCHFV vOTU inh	Yp Topo-I inh	BoNT-A LC inh2	BoNT F protease	PfHsp40 rescue
COc1ccc(OC)c(C(=O)Cn2nnc3ccccc3c2=O)c1	-5.8	-0.2	-3.2	nt	-10.9	5.3	0.0	5.0	0.2
CC(=O)N(c1ccc(C(F)(F)F)cc1)S(=O)(=O)c1ccc(N2C(=O)CCC2=O)cc1	2.9	-3.6	3.2	0.8	0.6	1.1	2.8	-5.8	-0.1
CCCc1ccc(C(=O)COC(=O)CN2C(=O)NC3(CCCCC3C)C2=O)cc1 (stereo not given)	-2.8	-0.8	nt	0.1	16.5	19.0	nt	nt	0.9
CC(COc1ccccc1)N(CCCl)Cc1ccccc1 (stereo not given)	-5.2	-2.8	-8.3	1.7	-0.6	0.2	-1.1	-0.8	0.8
COc1ccc(CCNC(=O)CN(c2ccc(OC)c(OC)c2)S(C)(=O)=O)cc1OC	1.9	0.3	1.6	nt	10.5	3.2	-0.7	-6.1	-0.3
CC(=O)c1cccc(OCC(=O)Nc2ccccc2N2CCOCC2)c1	4.6	-1.7	-0.3	-0.3	2.2	5.3	-0.3	3.4	0.4
COc1cccc(/C=C/c2ccc3cccc(O)c3n2)c1	-23.1	-3.5	3.3	-0.3	-1.6	10.9	-6.1	-23.4	35.1*
COc1ccc(C(=O)NNC(=S)NC(=O)c2ccc(Cl)cc2)cc1	0.3	nt	nt	3.3	-11.4	nt	nt	nt	10.9
CC1CCN(C(=S)NC(=O)c2ccccc2)CC1	12.2	0.1	-3.0	nt	-2.3	3.6	-1.2	-9.9	-0.3
COc1cc(C)c(C(C)C)cc1S(=O)(=O)n1cnc(C)c1	14.3	-4.0	-5.9	3.4	8.9	5.8	0.3	-9.6	-0.1
C[C@@H](NC(=O)[C@@H]1Cc2ccccc2CN1)C(=O)Nc1ccc2c(c1)OCO2	13.1	-2.5	-6.7	1.2	0.2	2.2	0.3	-12.8	0.4
O=C(CSc1nnc(SCc2ccc(Cl)cc2)s1)N1CCOCC1	0.7	-3.1	-11.3	nt	-3.2	29.3	-2.0	-4.6	-0.4
Cc1ccccc1-c1nnc(SCC(=O)c2c(N)n(C3CC3)c(=O)[nH]c2=O)o1	-1.1	-3.1	1.4	2.0	-4.8	0.1	-1.0	-5.1	-0.4
CCOC(=O)c1csc(-c2sccc2Br)n1	24.3	1.6	-0.5	2.6	9.6	0.3	-0.8	3.9	-2.7
CCCCN(CC)Cc1ccc(CNC(=S)Nc2ccc(C)cc2Cl)o1	-1.6	-3.5	-8.5	0.6	-5.0	2.6	-2.0	-7.3	0.8
COC(=O)C(N)Cc1ccc(O)c(O)c1 (stereo not given)	-8.0	-2.6	-6.4	nt	-3.8	-3.3	-0.8	-11.7	1.4
CCc1nnc(NC(=O)CSc2nc(C)cs2)s1	-7.0	1.0	-11.9	0.2	9.6	11.0	1.2	-0.4	0.8
COc1ccccc1CNC(=O)C1CC2Cn3c(nc4ccccc43)C2N1C (stereo not given)	2.8	-2.9	-2.1	0.1	-3.0	0.2	0.1	6.4	-0.6
NC1=NC(=O)C2(COC(c3cccnc3)OC2)S1 (stereo not given)	-3.8	-2.8	-1.2	0.7	2.8	4.7	-0.9	8.3	-0.1
COc1cccc(C(=O)NC(C)CCc2ccccc2)c1 (stereo not given)	-4.9	-0.3	-7.3	1.3	-4.1	-5.2	-0.2	13.3	-1.1
Cc1ccc(N(C(=O)c2csnn2)C(C(=O)NC2CCCC2)c2cccnc2)c(C)c1 (stereo not given)	5.1	-1.0	9.5	0.1	1.0	-4.9	-1.2	-2.3	0.9
O=C(NCC(=O)N(CCN1CCOCC1)C(C(=O)NC1CCCC1)c1cccnc1)c1cccs1 (stereo not given)	2.3	-1.6	-0.6	nt	1.7	-6.6	0.2	4.1	-0.6
O=C(CSc1nc2ccc(Cl)cc2[nH]1)NCc1ccco1	4.0	-1.1	-3.1	nt	-5.4	-4.6	0.0	-9.0	0.5
Cc1ccc(S(=O)(=O)CC(=O)N2CCCC2)cc1	1.9	-1.3	-2.3	nt	4.9	-4.6	-0.1	-30.8	-1.6
CCCN(CCC)CC(O)COc1ccc2c(c1)OCO2 (stereo not given)	-3.1	0.2	-4.4	0.7	-5.5	1.4	-0.6	-1.3	2.8

(listing goes on)
SMILES	PrPC surface inh	FadD28 FP inh	Anthrax LF prot	TcdB inh	CCHFV vOTU inh	Yp Topo-I inh	BoNT-A LC inh2	BoNT F protease	PfHsp40 rescue
Cc1cccc(/N=C/c2c(O)n(Cc3ccc4c(c3)OCO4)c(=O)c3ccccc23)n1	3.5	-3.3	1.0	nt	-0.5	5.2	-0.1	-2.2	0.9
COC(=O)c1c(N)[nH]c(C(=O)c2ccccc2)c1-c1ccc(Br)cc1	3.4	nt	-6.3	-3.5	7.4	nt	-1.0	-0.7	nt
COc1ccc2cc(C(=O)O)n(CC(=O)c3ccccc3)c2c1	-1.4	-4.8	-0.3	-0.3	-4.6	5.2	0.0	-14.3	0.5
NC(=S)Nc1cnc2ccccc2c1	-2.5	-0.7	3.4	nt	5.3	8.4	-0.1	7.5	-1.4
O=C1NC(=O)C(Cc2ccccc2)(Cc2ccccc2)C(=O)N1	1.5	-0.6	13.3	1.0	5.5	1.4	3.9	21.1	-0.1
CC(C)c1ccc(NC(=O)CCNC(=O)Cn2ccc3ccccc3c2=O)cc1	3.0	-3.0	0.6	0.9	10.5	2.0	-0.7	-6.8	0.1
O=C(c1cc2ccccc2oc1=O)N(Cc1ccco1)Cc1cccs1	-6.5	-2.8	-2.6	nt	-2.6	1.0	-1.4	-2.6	0.2
COc1ccc(CC(=O)OCC(=O)NCCNC(=O)COC(=O)Cc2ccc(OC)cc2)cc1	2.8	-0.4	2.9	-1.0	-10.4	6.1	0.7	0.6	0.3
CCOc1ccccc1NC(=O)c1ccc(Cl)c(NC(=O)CC(c2ccccc2)c2ccccc2)c1	2.8	-2.9	3.5	nt	4.5	18.2	-0.9	-5.1	3.5
CCCCC1SC(N)=NC1=O (stereo not given)	-5.4	-0.2	5.3	-0.7	-30.5	8.3	0.3	-2.3	-0.8
CCN(CC)Cc1cc2ccccc2c2c1COC2	-7.7	-2.2	-6.3	nt	-1.8	2.3	0.5	-3.2	0.6
OCC[C@@H]1C[C@H](O)[C@@H](O)[C@]2(OCc3ccc(CO)cc32)O1	-3.8	-1.9	-4.9	0.7	-0.1	nt	0.0	14.5	nt
Cn1nc(C(F)(F)F)c(-c2ccc(F)cc2)c1NC(=O)CSCC(=O)O	-5.5	1.0	-4.8	0.2	-0.1	-7.9	0.6	?	0.2
CC1(Cc2ccc(F)cc2)C(=O)Nc2c(Cl)cccc21 (stereo not given)	-0.7	-2.5	1.8	-1.4	-3.9	4.6	0.0	0.3	nt
CN(CC(=O)Nc1ccc(Cl)c(C(F)(F)F)c1)C(=O)c1ccc2c(c1)OCCO2	4.2	-2.7	2.9	3.2	6.6	-5.5	5.3	3.7	-0.3
COc1ccc2[nH]c3c(=S)nc[nH]c3c2c1	84.9*	-0.8	-1.3	1.1	-1.4	0.8	1.7	0.6	-0.1
CC(=O)NCCc1ccc(S(=O)(=O)N2CCOCC2)cc1	-5.5	-4.2	4.9	nt	4.6	4.0	-0.2	?	0.2
Cc1cc(C)cc(NC(=S)NCCN(C2CCCCC2)C2CCCC2)c1	11.2	-3.5	-2.5	-0.3	8.3	10.8	0.3	-7.1	7.7
COc1ccccc1/C=C/C(=O)OCCN1C(=O)c2ccccc2C1=O	0.8	-0.2	-0.7	-3.5	18.9	36.4	-3.4	-4.0	0.7
O=C(O)c1cccc2c1C(=O)c1ccc(N3CCCC3)cc1S2(=O)=O	-17.6	-2.3	-6.6	-0.1	2.0	-5.2	-0.4	-4.9	0.1
CCCCn1nnnc1C1(C)CCC(=O)N1CC1CCCCC1 (stereo not given)	1.2	nt	-1.3	-1.0	1.4	nt	0.3	8.9	nt
Cc1ccc(C(=O)Nc2cc(Cl)ccc2-n2cncn2)o1	6.0	-4.5	-0.7	0.6	-2.3	1.9	0.7	-4.7	-0.2
C=CCNc1nc(C(=O)OCC(=O)c2ccc(OC)cc2OC)cs1	2.8	-4.0	12.5	1.2	2.4	7.3	2.1	10.8	0.9
CC1CC(=O)Nc2ccccc2N1S(=O)(=O)c1cccc(F)c1 (stereo not given)	4.0	-2.4	nt	0.5	-8.1	-2.6	nt	nt	nt
COc1ccc(-c2cc(C(=O)NCCc3ccccc3)no2)cc1OC	8.3	-2.4	-1.1	nt	-1.5	-7.9	3.5	2.0	0.6

A stretch from the list above:
SMILES	PrPC surface inh	FadD28 FP inh	Anthrax LF prot	TcdB inh	CCHFV vOTU inh	Yp Topo-I inh	BoNT-A LC inh2	BoNT F protease	PfHsp40 rescue
CCCCC1SC(N)=NC1=O (stereo not given)	-5.4	-0.2	5.3	-0.7	-30.5	8.3	0.3	-2.3	-0.8
CCN(CC)Cc1cc2ccccc2c2c1COC2	-7.7	-2.2	-6.3	nt	-1.8	2.3	0.5	-3.2	0.6
OCC[C@@H]1C[C@H](O)[C@@H](O)[C@]2(OCc3ccc(CO)cc32)O1	-3.8	-1.9	-4.9	0.7	-0.1	nt	0.0	14.5	nt
Cn1nc(C(F)(F)F)c(-c2ccc(F)cc2)c1NC(=O)CSCC(=O)O	-5.5	1.0	-4.8	0.2	-0.1	-7.9	0.6	?	0.2

(continued)
SMILES	PrPC surface inh	FadD28 FP inh	Anthrax LF prot	TcdB inh	CCHFV vOTU inh	Yp Topo-I inh	BoNT-A LC inh2	BoNT F protease	PfHsp40 rescue
Cc1[nH]n(CCC#N)c(=O)c1CC(=O)N1CCN(c2ccccc2)CC1	2.6	-1.2	-3.4	1.0	-5.9	-8.9	0.1	-0.1	-0.1
CCOC(=O)c1cccc(NC(=O)CCc2nc(-c3ccccc3F)no2)c1	10.2	-2.3	-1.1	nt	22.9	6.1	0.0	-21.5	-0.3
CC1CCc2nc3ccc(S(=O)(=O)N4CCC(C(=O)NC5CCCC5)CC4)cc3c(C(=O)O)c2C1 (stereo not given)	2.7	1.1	-0.1	-1.3	4.8	-3.2	-1.3	-8.0	0.3
CCCCN(C)/C=N/c1c(C#N)cnn1-c1ccc(C)cc1	0.6	-4.7	2.3	nt	5.1	34.8	0.2	8.0	-0.8
CC1CCN(S(=O)(=O)N2CCC(C(=O)NCCN3CCOCC3)CC2)CC1	-5.5	-0.2	-4.2	0.8	-10.7	7.1	-1.6	-20.8	-0.6
O=C(NC1CCCCC1)C1CC(=O)N(CCc2ccccc2)C1 (stereo not given)	nt	-0.7	-1.2	1.1	nt	1.3	3.7	4.5	-1.5
COc1ccccc1-c1cc(NC(C)=O)c2ncc(-c3cccc(C(F)(F)F)c3)n2c1	3.2	-2.1	-3.2	0.9	11.9	28.0	-0.7	-9.0	nt
O=C1N=c2ccccc2=C1c1sc(NS(=O)(=O)Cc2ccccc2)nc1O	-6.0	-2.3	0.7	0.7	9.7	-1.1	0.0	2.4	-1.1
CC1CN(CN2C(=O)c3ccccc3C2=O)CC(C)O1 (stereo not given)	5.3	-3.8	-2.5	nt	10.6	6.8	-0.4	-5.3	-0.4
CCCCOc1cccc(NC(=O)CSc2nncn2C)c1	-3.1	-2.0	2.8	nt	13.4	7.2	0.5	1.7	-1.1
CC1(C)Cc2c(cnn2-c2ccc(F)cc2)C(NC(=O)C2CCC2)C1 (stereo not given)	-1.6	-0.7	-5.3	-4.7	3.7	4.3	-2.4	-5.5	-1.0
NS(=O)(=O)c1ccc(NC(=O)COC(=O)CCc2ccc(S(=O)(=O)N3CCOCC3)cc2)cc1	1.7	-1.4	-3.3	1.6	-15.0	9.0	1.4	2.0	-0.5
COc1ccc(C2=NN(C(=O)c3cccs3)C(c3ccccc3O)C2)cc1 (stereo not given)	4.9	-1.6	-0.3	0.4	0.7	11.5	0.0	0.9	-0.7
COC(=O)c1cc(OC)c(OCc2cc(C(=O)OC)oc2C)c(OC)c1	-3.8	-1.2	-9.6	nt	9.3	-10.4	-5.3	-69.9	-0.9
Cc1nn2c3ccccc3n(CCN3CCCCC3)c2nc1=O	-0.2	-2.4	1.0	nt	-8.8	3.0	-1.7	-9.7	-0.9
Cc1nc(=S)c2ccccc2[nH]1	-1.0	-1.1	8.3	nt	17.6	-4.6	0.7	-1.4	0.6
